Assay outcomes as filed in PubChem.
AmpC inh detg = qHTS Inhibitors of AmpC Beta-Lactamase (assay with detergent) | P00811 | AmpC hydrolysis of nitrocefin, absorbance 480 nm, 0.01% Triton | Potency, µM (doses to about 114 µM), inactives show top-dose activity change, negative = inhibition, usual class: inhibitors | actives 0.041% (n = 370,000);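 note: potency is the fitted concentration of half-maximal effect; 0% = no-compound wells and -100% = no-enzyme wells; nearly all actives have a fitted effect of over 25% in size; some results filed as inactive show a strong effect at the top dose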
Target sequence (P00811 whole entry, looked up): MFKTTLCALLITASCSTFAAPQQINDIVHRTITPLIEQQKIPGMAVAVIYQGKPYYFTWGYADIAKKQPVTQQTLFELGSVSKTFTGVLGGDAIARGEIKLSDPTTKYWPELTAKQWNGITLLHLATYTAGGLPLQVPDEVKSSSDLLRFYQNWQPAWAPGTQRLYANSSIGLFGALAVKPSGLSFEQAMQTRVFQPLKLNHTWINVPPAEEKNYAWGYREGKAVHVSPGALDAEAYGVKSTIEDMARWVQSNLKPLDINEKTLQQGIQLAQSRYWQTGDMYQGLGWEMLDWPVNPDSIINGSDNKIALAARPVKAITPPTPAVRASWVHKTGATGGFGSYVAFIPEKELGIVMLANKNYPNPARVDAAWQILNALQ
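AmpC (5.3 nM in the dispensed reagent) in 20 mM phosphate pH 7.0 with 0.01% (detergent screen) or 0.0001% Triton X-100 was preincubated with compounds for 15 min at room temperature. Nitrocefin was then added from an 800 uM solution, and hydrolysis was followed at 480 nm.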
Shiga toxin inh = A qHTS for Small Molecule Inhibitors of Shiga Toxin | Vero cells, Shiga toxin protein synthesis inhibition reporter | inhibition, % at 38.7 µM | actives 9.2% (n = 290,000); in the data active = inhibition mostly above about 28%, no sharp cut-off; inactive = mostly below about 43%; note: 0% is about no effect
CHX counter = Cycloheximide Counterscreen for Small Molecule Inhibitors of Shiga Toxin; cell reporter, cycloheximide protein synthesis inhibition counterscreen; max response, %; actives 12% (n = 300,000); AID 2314, 2010; in the data active = max response mostly above about 13%, no sharp cut-off; inactive = mostly below about 14%; note: read at 38.3 µM for the half of the compounds with a filed dose; 0% is about no effect
AmpC inh no detg = qHTS Inhibitors of AmpC Beta-Lactamase (assay without detergent) | P00811 | AmpC nitrocefin hydrolysis, absorbance 480 nm, 0.0001% Triton | Potency, µM (series often up to 57.1 µM), for inactives: at the top dose activity change, negative = inhibition, hits mostly inhibitors | actives 0.52% (n = 330,000);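 note: potency is the fitted concentration of half-maximal effect; plate controls were no compound for no effect and no enzyme for full effect; nearly all actives have a fitted effect of over 20% in size; some results filed as inactive show a strong effect at the top dose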
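AmpC (5.3 nM in the dispensed reagent) in 20 mM phosphate pH 7.0 with 0.01% (detergent screen) or 0.0001% Triton X-100 was preincubated with compounds for 15 min at room temperature. Nitrocefin was then added from an 800 uM solution, and hydrolysis was followed at 480 nm.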
AMA1-RON2 inh = qHTS for Inhibitors of AMA1-RON; Towards Development of Antimalarial Drug Lead: Primary Screen; Plasmodium falciparum AMA1 (3D7) - RON2 peptide interaction; AlphaScreen AMA1-biotinylated RON2 peptide binding; Potency, µM (doses to about 58.2 µM), without a hit: top-dose activity change, negative = inhibition, actives largely listed as inhibitors; actives 0.2% (n = 360,000);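 note: potency is the fitted concentration of half-maximal effect; 0% = vehicle wells and -100% = peptide control; nearly all actives have a fitted effect of over 45% in size; some results filed as inactive show a strong effect at the top dose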
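AMA1 (3D7) with his tag at 25 nM final met compounds first, then biotinylated RON2 peptide at 25 nM; detection used donor plus acceptor beads, 10 µg/mL apiece, read by AlphaScreen after 30 min at room temperature.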
HCMV antiviral = qHTS Assay for inhibitors of the human cytomegalovirus (HCMV) | AID 1259415, 2018 | HFF cells, HCMV-luciferase reporter, 72 h; active compounds read low | actives 4.5% (n = 410,000) | activity change, negative = inhibition, % at 57.5 µM; in the data active = activity change below about -60%; inconclusive = no clear call, values can overlap the other calls; inactive = above about -39%; note: % is set by controls: 0 for no effect and ±100 for the full control effect
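Human foreskin fibroblasts infected with luciferase-reporter HCMV at MOI 1 PFU/cell, compounds at two doses. Luciferase measured 72 h post infection; normalized to buffer-only basal and Salinomycin (10uM) controls.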
Giardia FBPA inh = qHTS Assay for Inhibitors of Fructose-1,6-bisphosphate Aldolase from Giardia Lamblia | A8B2U2 | purified Giardia FBPA | Potency, µM (doses to about 59.6 µM), without a hit: at the highest dose activity, negative = inhibition, hits mostly inhibitors | actives 0.71% (n = 290,000); note: potency is the fitted concentration of half-maximal effect; % is set by controls: 0 for no effect and ±100 for the full control effect; nearly all actives have a fitted effect of over 55% in size
Target sequence (A8B2U2 whole entry, looked up): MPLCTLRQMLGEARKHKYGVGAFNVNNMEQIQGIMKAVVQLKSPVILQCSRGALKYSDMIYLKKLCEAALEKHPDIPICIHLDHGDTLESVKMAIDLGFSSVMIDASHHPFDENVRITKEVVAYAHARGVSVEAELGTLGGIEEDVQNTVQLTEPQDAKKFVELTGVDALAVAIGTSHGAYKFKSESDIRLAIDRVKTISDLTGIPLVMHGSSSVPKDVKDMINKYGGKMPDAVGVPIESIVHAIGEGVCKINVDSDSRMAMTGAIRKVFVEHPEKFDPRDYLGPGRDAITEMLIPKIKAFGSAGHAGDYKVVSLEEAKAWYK
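Giardia FBPA (40 nM reagent) was preincubated 10 min at RT with compound (up to 57.5 uM final), then substrate plus GAPDH/TPI/NAD/arsenate coupling system with diaphorase/resazurin was added; resorufin fluorescence (525/598 nm) was read after 20 min.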
Starred values were filed as active, the others as inactive; ? = inconclusive; . = no result given; [ ] = dose if it differs, or a comment. Unless noted, calls come from the whole dose curve; as a rule, active = well fitted curve in the direction sought with a large enough effect; inconclusive = small, poorly fitted or top-dose-only effect, or another doubt; inactive = no such curve, though single readings can be large; an effect the other way counts as inactive or inconclusive.

SMILES	AmpC inh detg	Shiga toxin inh	CHX counter	AmpC inh no detg	AMA1-RON2 inh	HCMV antiviral	Giardia FBPA inh
O=C(N/C(=C/C=C\c1ccccc1)C(=O)N1CCOCC1)c1ccc(Br)cc1	-6%	-9	1	95%[activator]	4%	1	-4%
CSc1n[nH]c(=O)n1C1CCCCC1	0%	-15	-3	-2%	1%	-19	0%
CCOCc1cc(C2NC(=O)NC(C)=C2C(=O)OCC)ccc1OC (stereo not given)	14%	-4	-1	21%	0%	-34	-2%
Cc1cc(NC(=O)CSc2ccc(-c3cccc([N+](=O)[O-])c3)nn2)no1	2%	-9	0	-18%	2%	2	4%
O=S(=O)(NCc1ccc(F)cc1)c1ccccc1Br	5%	.	.	-17%	9%	-12	.
CCCCC1CN2CCc3c([nH]c4ccccc34)C2(C)C1 (stereo not given)	?	-11	-3	-12%	-17%	57	?
COc1ccc(N2CCN(C3CCCN(C(=O)c4ccoc4)C3)CC2)cc1 (stereo not given)	3%	-2	7	0%	3%	-24	.
COc1ccc(CNC(=O)COc2ccc(Br)c(C)c2)cc1	11%	-11	4	-21%	-6%	?	-12%
COc1cccc(C(=O)NC(=O)Nc2nc(C)cc(C(F)(F)F)n2)c1	1%	5	-2	35%	-10%	?	.
CCOc1ccc(CCNC(=O)C2CC(=O)N(c3ccc4c(c3)OCCO4)C2)cc1OCC (stereo not given)	-12%	.	.	2%	-2%	-16	.
COc1ccc(CNCCNC(=O)c2cccs2)c(OC)c1OC	-3%	-2	2	-22%	-4%	26	-19%
O=C(Nc1cccc(-n2cnnn2)c1)c1cccs1	?	-6	1	-21%	10%	-15	-6%
Cc1c(-c2nc(-c3cccnc3)no2)cccc1[N+](=O)[O-]	-9%	38	24*	-18%	0%	74	13%
CCOc1ccc(N2CC(C(=O)NCCc3ccc(OC)c(OC)c3)CC2=O)cc1 (stereo not given)	-2%	-4	2	3%	0%	37	3%
O=C(COC(=O)[C@@H]1CCCN1S(=O)(=O)c1ccccc1F)NCc1ccc2c(c1)OCO2	?	.	.	-20%	8%	8	.
O=C(CCc1ccccc1)Nc1nc2n(n1)C(c1ccc(Cl)cc1)CC(=O)N2 (stereo not given)	-2%	-25	2	-25%	9%	-2	6%
CN(c1ccccc1)S(=O)(=O)c1cc(Cl)ccc1Cl	5%	19	-2	-33%	-2%	-9	-3%
CCN(CC)CCNC(=S)Nc1ccc(F)cc1	2%	-3	1	-13%	-4%	-29	1%
CCOC(=O)c1c(-c2ccccc2)csc1NC(=O)CSc1nc(N)cc(N)n1	1%	-4	-1	-42%	8%	-67*	-1%
CCN1C(=O)[C@@H]2[C@@H](c3ccc(-c4cccc(Cl)c4)cc3)N3CCC[C@@]3(C(=O)OC)[C@@H]2C1=O	?	.	.	214%[activator]	-19%	-15	.
Cc1nc(-c2ccccc2)nc2sc(C(=O)c3ccc(F)cc3)c(N)c12	4%	-10	2	-27%	11%	45	4%
Cc1ccc(C)c(N2CCN(C(=O)CCc3nc(-c4ccc(F)cc4)no3)CC2)c1	.	.	.	23%	2%	21	.
CCOC(=O)Cc1csc(NC(=O)C(C)Oc2ccc3c(C)cc(=O)oc3c2)n1 (stereo not given)	-12%	-14	-2	6%	9%	17	-3%
CNc1snc(C)c1C(=O)OCC(=O)c1ccc(OC)c(F)c1	4%	.	.	-4%	-4%	-74*	.
CC(C)NC(=S)N1CCN(C(c2ccccc2)c2ccccc2)CC1	-4%	0	-1	-8%	-1%	7	4%

(listing goes on)
SMILES	AmpC inh detg	Shiga toxin inh	CHX counter	AmpC inh no detg	AMA1-RON2 inh	HCMV antiviral	Giardia FBPA inh
CCN(CC)S(=O)(=O)c1ccc(NC(=O)Cc2cccs2)cc1	-1%	18	4	-58%	5%	-3	-4%
O=C(COC(=O)c1ccc(Cl)nc1)Nc1cccnc1Cl	-6%	.	.	-10%	1%	11	.
CCCN(CC(=O)Nc1ccccc1C)C(=O)c1sc2ccccc2c1Cl	-5%	.	.	-53%	34%[activator]	18	.
O=C(NCc1ccc(F)cc1)c1c2c(nc3ccccc13)CCN(Cc1ccccc1)C2	-1%	-5	1	-19%	10%	10	-4%
CCOC(=O)c1cnc2sc3c(n2c1=O)CCCC3	?	92*	43*	-46%	2%	-24	2%
C=CCn1c(-c2csc3ccccc23)n[nH]c1=S	1%	-12	-2	-32%	58%[activator]	-37	-8%
CCCn1c(=O)c(C(=O)NNS(=O)(=O)c2ccc(C)cc2)c(O)c2ccccc21	-12%	-10	-2	?	95%[activator]	-27	-12%
CC1(C)Cc2ccccc2C(N/N=C/c2cccc(F)c2)=N1	?	-42	1	10%	15%	-29	-15%
Cc1cccc(Cl)c1OCCCN1CCOCC1	-3%	49*	21*	7%	-26%	-13	?
CN(C)S(=O)(=O)c1ccc(C(=O)NCC(C)(C)N2CCOCC2)cc1	0%	17	1	0%	3%	-39	4%
O=C(CCc1ccccc1)Nc1nncs1	-11%	11	8	-5%	0%	7	.
Cc1c(C)c2ccc(OCC(=O)N3C[C@H]4C[C@@H](C3)c3cccc(=O)n3C4)c(C)c2oc1=O	-2%	-4	-1	8%	8%	29	7%
NC(Cc1ccccc1)Cc1ccccc1	4%	-21	1	-6%	-5%	3	4%
CCC1COCCS(=O)(=O)N1Cc1ccc(Cl)cc1 (stereo not given)	1%	6	-2	23%	1%	-13	1%
CCc1ccc(NC(=O)C2CCCN(S(=O)(=O)c3cccnc3)C2)cc1 (stereo not given)	-10%	26	6	51%	-14%	-16	-10%
COc1ccc(C(=O)CSc2nnc(C(CO)NC(=O)c3ccc(OC)cc3)n2C)cc1 (stereo not given)	?	64*	-2	34%	3%	-10	-3%
O=C(COC(=O)CNC(=O)c1cccc([N+](=O)[O-])c1)Nc1nc2ccccc2s1	5%	33	15*	-33%	14%	146	9%
COc1ccc(Cl)cc1NC(=S)N1CC(C)OC(C)C1 (stereo not given)	?	14	1	-15%	-12%	5	-13%
CCCn1c(NCc2ccco2)nc2ccccc21	-1%	-10	1	-38%	-7%	-11	1%
Cc1ccc(NC2CCCN(C(=O)c3ccc4nccnc4c3)C2)cc1C (stereo not given)	1%	-8	1	23%	7%	16	.
Cc1c(C(=O)C(=O)NCCCn2ccnc2)c2ccccc2n1C	?	-9	-4	-17%	-1%	-9	8%
COc1ccc(OC)c(N(C(=O)c2ccco2)C(C(=O)NC2CCCC2)c2ccc(N3CCOCC3)cc2)c1 (stereo not given)	8%	33	10	-7%	15%	18	7%
O=C1c2ccccc2-c2nc3ccccc3nc21	-6%	52	29*	-14%	4%	122	-15%
COC(=O)CSc1nnc(COc2ccc3ccccc3c2)o1	-1%	-7	-4	25%	4%	29	4%
O=C(NC(=S)N1CCN(c2ccc(Cl)cc2[N+](=O)[O-])CC1)c1ccco1	4%	7	4	-18%	22%	-27	22%

Exported with two lines to a compound: twelve of the compounds above
Screens in order: AmpC inh detg	Shiga toxin inh	CHX counter	AmpC inh no detg	AMA1-RON2 inh	HCMV antiviral	Giardia FBPA inh
> COc1ccc(N2CCN(C3CCCN(C(=O)c4ccoc4)C3)CC2)cc1 (stereo not given)
    3%	-2	7	0%	3%	-24	.
> COc1ccc(CNC(=O)COc2ccc(Br)c(C)c2)cc1
    11%	-11	4	-21%	-6%	?	-12%
> COc1cccc(C(=O)NC(=O)Nc2nc(C)cc(C(F)(F)F)n2)c1
    1%	5	-2	35%	-10%	?	.
> CCOc1ccc(CCNC(=O)C2CC(=O)N(c3ccc4c(c3)OCCO4)C2)cc1OCC (stereo not given)
    -12%	.	.	2%	-2%	-16	.
> COc1ccc(CNCCNC(=O)c2cccs2)c(OC)c1OC
    -3%	-2	2	-22%	-4%	26	-19%
> O=C(Nc1cccc(-n2cnnn2)c1)c1cccs1
    ?	-6	1	-21%	10%	-15	-6%
> Cc1c(-c2nc(-c3cccnc3)no2)cccc1[N+](=O)[O-]
    -9%	38	24*	-18%	0%	74	13%
> CCOc1ccc(N2CC(C(=O)NCCc3ccc(OC)c(OC)c3)CC2=O)cc1 (stereo not given)
    -2%	-4	2	3%	0%	37	3%
> O=C(COC(=O)[C@@H]1CCCN1S(=O)(=O)c1ccccc1F)NCc1ccc2c(c1)OCO2
    ?	.	.	-20%	8%	8	.
> O=C(CCc1ccccc1)Nc1nc2n(n1)C(c1ccc(Cl)cc1)CC(=O)N2 (stereo not given)
    -2%	-25	2	-25%	9%	-2	6%
> CN(c1ccccc1)S(=O)(=O)c1cc(Cl)ccc1Cl
    5%	19	-2	-33%	-2%	-9	-3%
> CCN(CC)CCNC(=S)Nc1ccc(F)cc1
    2%	-3	1	-13%	-4%	-29	1%

Continued:
SMILES	AmpC inh detg	Shiga toxin inh	CHX counter	AmpC inh no detg	AMA1-RON2 inh	HCMV antiviral	Giardia FBPA inh
C=CC[C@@H](CC(=O)NCCO)C(=O)N[C@H](COC(=O)[C@H](CC=C)CC(=O)OC(C)(C)C)Cc1c[nH]c2ccccc12	.	.	.	315%[activator]	0%	0	.
O=C(NCc1ccc(CNC(=O)c2ccco2)cc1)c1ccco1	0%	-13	5	-23%	-8%	-9	.
COc1ccc(N(Cc2ccccc2)S(=O)(=O)c2cccc(C(=O)Nc3ccccn3)c2)cc1	-16%	.	.	-15%	-9%[11.6 µM]	?	.
CN(CC(=O)Nc1ccc(Cl)c(Cl)c1)C(=O)CN1C(=O)NC2(CCCC2)C1=O	-7%	.	.	24%	-4%	-11	.
O=C(Nc1nccs1)[C@@H]1CCCN1C(=O)c1cccs1	-3%	7	-2	-16%	8%	-28	0%
COc1ccc(OCC(=O)NNC(=O)c2cccc(C)c2)cc1	10%	-8	-2	-16%	42%[activator]	-13	3%
Cc1cccc(NC(=S)NCc2ccc3[nH]c4c(c3c2)CCCC4)c1	-4%	-4	10	-34%	28%	-73*	0%
CCc1ccccc1NC(=O)CSc1nc2n[nH]c(C)c2c(=N)n1-c1cccc(OC)c1	2%	6	1	44%	15%	3	-6%
N/C(=N\OS(=O)(=O)c1ccccc1)c1cccnc1	-3%	-1	1	-19%	3%	-31	3%
